RGS8-Gao reg – human RGS8-Galphao interaction regulation; P09471; actives 0.34% (n = 220,000); response (percent of control binding), % at 10 µM; multiplexed bead flow cytometry, RGS8-Galphao binding; actives lie on both sides; in the data active = response below about 60% or above about 140%; inactive = in between;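 also: Galphao activated as the GDP aluminium fluoride complex binding bead-coupled RGS8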
RGS4-Gao reg – modulates binding of RGS4 to human Galphao | binding response (% of control), % at 10 µM | actives 0.33% (n = 220,000) | P09471 | Multiplexed bead flow cytometry; actives lie on both sides | AID 1415; in the data active = binding response below about 49% or above about 150%; inactive = in between;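 also: fluorescent Galphao activated with aluminum fluoride binding bead-coupled RGS4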
Mcl1-Noxa inh – Mcl-1/Noxa interaction inhibition; Q07820; TR-FRET Mcl-1/Noxa peptide binding, 2 h; inhibition, % at 21.7 µM; actives 1.5% (n = 220,000);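 active = compounds that cut the protein-peptide binding signal by more than 50% relative to plate controls in a single-dose test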;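 also: His-tagged Mcl-1 with rhodamine Noxa BH3 peptide and terbium anti-His antibody; 0% = Mcl-1 plus Noxa peptide wells and 100% = peptide-only wells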
Target sequence (Q07820 whole entry, looked up): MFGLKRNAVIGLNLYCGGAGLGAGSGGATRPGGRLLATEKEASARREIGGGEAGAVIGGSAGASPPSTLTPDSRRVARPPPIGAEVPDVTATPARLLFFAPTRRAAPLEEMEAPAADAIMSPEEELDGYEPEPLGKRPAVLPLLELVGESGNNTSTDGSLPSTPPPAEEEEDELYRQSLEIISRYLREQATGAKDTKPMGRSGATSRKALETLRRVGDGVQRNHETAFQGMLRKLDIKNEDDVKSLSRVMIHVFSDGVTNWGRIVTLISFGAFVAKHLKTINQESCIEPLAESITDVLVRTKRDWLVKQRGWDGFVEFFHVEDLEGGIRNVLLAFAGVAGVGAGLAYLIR
Pf gametocyte – P. falciparum stage V gametocyte viability inhibition. inhibition, % at 10.9 µM. P. falciparum stage V gametocytes, ATP luminescence, 24 h. actives 0.065% (n = 150,000);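 active = inhibition above the mean plus 3 SD of compounds within the control limits, set per campaign, cut at about 38% in these data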;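 also: 0% = DMSO wells and 100% = medium only without gametocytes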
ABCB1 inh – human ABCB1 inhibition, ABCG2 as counter-screen; P08183; CCRF-Adr cells, JC-1 efflux, flow cytometry; inhibition, % at 6.6 µM; actives 0.067% (n = 190,000); AID 1326; in the data active = inhibition above about 40%;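 also: 0% = vehicle and 100% = reference inhibitor; higher value means more JC-1 retained so stronger ABCB1 efflux block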
GSH fluor – GSH bead compound fluorescence profile; GSH beads flow cytometry, compound fluorescence 488/530 nm; stronger effect = higher value; fluorescence (KMESF) at 10 µM; actives 0.25% (n = 190,000); in the data active = fluorescence above about 89;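 also: glutathione beads carrying GST-tagged Bcl family fusion proteins plus one bare bead set; values are compound well signal with DMSO vehicle wells as background; inactives centre near 16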
Avidin fluor – compound fluoresces at 488/530 nm on avidin beads. compound fluorescence 488/530 nm, flow cytometry; stronger effect = higher value. fluorescence (KMESF) at 10 µM. actives 0.38% (n = 220,000). AID 1775; in the data active = fluorescence above about 47; also: inactives centre near 10
Mcl1 Bid PPI – Mcl-1/Bid interaction inhibition; Q07820; TR-FRET Mcl-1/Bid-Dy647 peptide binding, 1536-well; inhibition, % at 21.7 µM; actives 0.97% (n = 220,000); AID 1021;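 active = compounds that cut the binding signal by more than half at the single screening dose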;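 also: His-tagged Mcl-1 with europium anti-His antibody binding Bid BH3 peptide; 0% = Mcl-1 plus peptide wells and 100% = peptide-only wells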
RGS7-Gao reg – modulates binding of RGS7 to human Galphao | Multiplexed bead flow cytometry; actives lie on both sides | binding response (% of control), % at 10 µM | actives 0.35% (n = 220,000); in the data active = binding response below about 49% or above about 150%; inconclusive = no clear call, values can overlap the other calls; inactive = in between;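 also: fluorescent Galphao held in activated GDP-AlF4 state binding bead-coupled RGS7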
ABCG2 block – inhibitors of human ABCG2 transporter, ABCB1 counter-screen | inhibition, % at 6.6 µM | actives 0.1% (n = 190,000) | Q9UNQ0 | AID 1325 | IgMXP3 cells, JC-1 efflux, flow cytometry;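 active = inhibition above 80%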;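 also: 0% = DMSO and 100% = nicardipine control wells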
Target sequence (Q9UNQ0 whole entry, looked up): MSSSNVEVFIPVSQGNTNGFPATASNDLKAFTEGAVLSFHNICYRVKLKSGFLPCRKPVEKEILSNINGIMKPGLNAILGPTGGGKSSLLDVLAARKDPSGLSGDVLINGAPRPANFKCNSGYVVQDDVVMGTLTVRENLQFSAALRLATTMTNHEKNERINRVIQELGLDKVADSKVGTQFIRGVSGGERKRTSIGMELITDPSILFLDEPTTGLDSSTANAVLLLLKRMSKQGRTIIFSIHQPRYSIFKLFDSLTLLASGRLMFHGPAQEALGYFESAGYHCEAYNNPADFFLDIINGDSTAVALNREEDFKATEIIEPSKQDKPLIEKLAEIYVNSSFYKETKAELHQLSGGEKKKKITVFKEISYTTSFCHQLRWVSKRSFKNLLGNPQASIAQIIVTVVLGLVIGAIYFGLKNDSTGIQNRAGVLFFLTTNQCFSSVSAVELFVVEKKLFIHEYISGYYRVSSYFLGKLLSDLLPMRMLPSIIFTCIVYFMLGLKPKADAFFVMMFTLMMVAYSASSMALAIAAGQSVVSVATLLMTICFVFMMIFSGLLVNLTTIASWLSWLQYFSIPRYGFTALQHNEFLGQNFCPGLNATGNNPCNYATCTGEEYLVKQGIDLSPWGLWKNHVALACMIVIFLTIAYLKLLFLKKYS
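material = IgMXP3 (ABCG2) plus far-red-tagged CCRF-Adr (ABCB1) cells | amount = 3 million cells/mL, equal mix of both lines | also added = JC-1 transporter substrate | dosing = one concentration, 6.6 µM final | schedule = 10 min at 25 °C | measured by = flow cytometric JC-1 green MFI at 530 nm | read-out basis = percent efflux inhibition, scaled nicardipine 100% to DMSO 0%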
Mcl-1 Bim block – human Bim-Mcl-1 interaction inhibition | inhibition, % at 10 µM | Bead-based flow cytometry, Bim peptide-Mcl-1 binding | actives 0.1% (n = 190,000) | AID 1009 | Q07820; in the data active = inhibition above about 40%;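 also: 0% = no compound tracer wells and 100% = peptide blocker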
* = called active by the depositor; ? = inconclusive; . = no result given; & = joins results of further samples; [ ] = remark or other dose. Rows are unselected. Share with any hit: about 3.3%.

SMILES	RGS8-Gao reg	RGS4-Gao reg	Mcl1-Noxa inh	Pf gametocyte	ABCB1 inh	GSH fluor	Avidin fluor	Mcl1 Bid PPI	RGS7-Gao reg	ABCG2 block	Mcl-1 Bim block
COc1ccc(-c2ocnc2C(=O)Nc2ccccc2N2CCCCC2)cc1	99	128	-5	.	-0.1	16	221*	-8	230*[activator]	2	-1
CCCC(C)NC(=O)COc1ccc(Sc2ccc(OCC(=O)NC(C)CCC)cc2)cc1 (centres undefined)	111	111	7	19	1.6	11	11	-5	111	20	1
Cn1c(CSCc2ccccc2)nnc1SCC(=O)Nc1ccc(C(=O)O)cc1	98	98	8	20	0.6	12	8	-23	94	9	-2
Nc1nnnn1N=C1CCCCC1	101	101	-9	.	-0.7	14	7	-32	98	0	-2
Cc1csc(Nc2ccc(Cl)cc2)[n+]1-c1ccc(Cl)cc1	97	97	29	8	-0.2	14	9	20	?	2	3
Cc1cc(C)c2c(n1)nn1c(-n3ccnc3)cc(C)nc21	101	99	.	-10	0.5	27	8	.	98	19	6
CC1Cc2cc(/C(O)=C3/C(=O)C(=O)N(CCN4CCOCC4)C3c3cccc(Cl)c3)ccc2O1 (centres undefined)	104	99	9	.	0.5	6	19	-54	102	1	-3
Cc1nn(CC(=O)Nc2ccc3c(c2)nc2n3CCN(C3CCCCC3)C2)c(=O)c2ccccc12	93	89	70*	.	0.1	8	7	-7	81	0	2
COc1ccc(N2Cc3ccccc3/C2=N\C(=O)Nc2ccccc2)cc1	100	100	6	17	2.3	14	13	-35	?	6	-2
CC1CC(=O)Nc2ccccc2N1S(=O)(=O)c1ccc(Br)cc1 (centres undefined)	96	94	37	.	0.5	56	9	-31	97	1	3
O=C(O)c1ccc2c(=O)n(-c3ccc(F)cc3)c(=S)[nH]c2c1	101	100	12	-6	.	.	6	-12	?	.	.
CCOC(=O)Cn1c(=O)oc2cc(S(=O)(=O)N3CCC(N4CCCCC4)CC3)ccc21	102	99	-4	.	-0.8	17	8	-12	99	1	0
O=C(CN1CCN(c2nc(-c3ccccc3)cs2)CC1)NNC(=O)c1ccc(Br)cc1	100	99	5	.	0.4	16	9	-27	96	5	-4
N#Cc1cc(N)ccc1Sc1ccc(Cl)cc1	98	98	-10	13	0.3	20	33	9	98	1	2
O=c1[nH]c(=O)n(-c2ccc(F)cc2)c2c1C(C(F)(F)F)(C(F)(F)F)N=C(c1ccc(F)cc1)N2	96	100	22	-18	-0.5	11	26	17	96	32	-7
CC(C)N1C(=O)CCN(C=O)c2ccccc21	106	109	0	.	-0.3	13	10	-6	106	-1	0
CC1CCCCC1NCC(=O)Nc1ccccc1-c1ccccc1 (centres undefined)	102	101	10	.	0.7	18	22	35	104	3	-3
COc1ccc(-c2cc(C(=O)N3CCN(c4ncccn4)CC3)c3ccccc3n2)c(OC)c1	101	99	16	-6	3.6	5	2	-3	99	1	-3
CCOC(=O)c1c(NC(=O)CCN2C(=O)c3ccccc3C2=O)sc(C(=O)OC(C)C)c1C	91	76	-23	14	0.9	11	12	-12	92	6	-5
CCC(CC)NC(=O)Nc1ccc(F)cc1F	106	112	4	-4	4.1	13	7	-27	106	4	-4
CCOC(=O)c1c(NC(=O)C2=C(C)NC(=S)NC2c2ccc(F)cc2F)sc(C)c1C (centres undefined)	95	98	-21	.	0.6	19	6	-52	101	2	-8
Cc1ccc(C(=O)NC2c3ccccc3-c3ccccc32)cc1	100	107	2	34	-0.5	19	60*	-20	143	-4	-4
Cc1c(NC(=O)CSc2nnnn2C)c(=O)n(-c2ccccc2)n1C	96	94	9	-12	-0.5	14	24	-3	92	-1	0
O=C(CCN1C(=O)c2ccccc2C1=O)NC1=NCCS1	104	101	24	4	0.3	42	5	-35	103	1	2
Cc1cc(NC(=O)c2ccc3c(c2)C(=O)N(Cc2cccnc2)C3=O)no1	107	109	4	-20	0.1	31	4	-3	104	0	0
CCc1nnc(NC(=O)CCC(=O)Nc2ccccc2)s1	98	95	-4	.	0.1	6	9	-27	92	1	0
Clc1ccc(-c2cc(C3CCNCC3)[nH]n2)c(Cl)c1	97	98	13	-20	0.7	14	8	-3	93	5	0
S=C1NCN(C2CCCCC2)CN1CCc1ccccc1	101	99	15	-1	.	.	6	-25	?	.	.
O=c1cc(-c2ccc(Cl)cc2)oc(=O)[nH]1	104	105	2	3	.	.	7	-7	?	.	.
O=C(O)Cc1c(-c2ccccc2)c2cc(Br)ccc2[nH]c1=O	102	108	-15	8	.	.	6	-2	?	.	.
COc1cc2c(cc1OC)C(NC(=O)C(F)(F)F)CNC2=O (centres undefined)	101	100	2	.	0.7	16	8	-30	?	1	-1
CCOC(=O)C1CCN(CC(O)COc2ccc(C(C)(C)C)cc2)CC1 (centres undefined)	99	102	16	.	0.8	32	15	-38	102	1	-1
CN(C(=O)COc1ccc(S(=O)(=O)N2CCOCC2)cc1[N+](=O)[O-])C1CCS(=O)(=O)C1 (centres undefined)	100	103	0	-10	.	.	3	-31	?	.	.
COc1c(F)c(F)c(C(=O)O)c(Nc2cccc(C)c2)c1F	100	101	5	-63	-0.3	9	20	-25	102	-1	0
N#Cc1c(NC(=O)c2ccc(N3CCOCC3)c([N+](=O)[O-])c2)sc2c1CCCC2	105	102	26	12	0.7	19	7	-1	98	3	-6
COC(=O)c1nnn(-c2ccc(F)c(Cl)c2)c1C(=O)OC	104	102	2	.	0.4	18	9	-16	?	6	-4
CC(C)C(NC(=O)c1ccc(C(C)(C)C)cc1)C(=O)O (centres undefined)	100	101	6	2	0.8	17	10	-2	104	2	-1
Cc1cnc(C(=O)OCC(=O)Nc2ccc(C)c(S(=O)(=O)N3CCCCCC3)c2)cn1	101	99	22	-6	0.7	18	9	-28	?	6	0
Cc1cnc(C(=O)Nc2nccs2)cn1	101	98	1	.	-0.2	20	7	-63	94	0	-2
Cc1ccc(C(=O)N/C(=C/c2ccco2)C(=O)Nc2cccc(C)c2)cc1	99	102	7	.	0.1	23	11	-19	99	2	-1
O=C(Nc1ccc(NS(=O)(=O)c2ccccc2)cc1)c1cccnc1	105	105	-5	16	-0.1	10	11	-27	99	1	0
CNCCc1ccccn1	89	96	19	.	-1.3	19	3	40	97	-2	-2
Cc1ccsc1/C=N/NC(=O)c1ccc(-n2cccc2)cc1	102	88	32	21	0.6	29	10	1	86	8	1
COc1ccc(CN=C2NC(=O)CC(C(=O)Nc3cc(C)cc(C)c3)S2)cc1 (centres undefined)	101	101	-1	4	-0.2	14	11	-5	102	-1	-1
C/C(=N\Nc1nccnc1Cl)c1ccc(F)cc1	99	98	7	.	0.2	10	12	-45	93	2	0
CC(=O)Nc1nnc(CSCc2ccc(F)cc2)s1	101	96	-10	7	.	.	6	-17	?	.	.
C=CCN(CC=C)C(=O)c1ccncc1	102	99	10	.	0.1	33	7	-11	97	0	1
COc1cccc(OCC(=O)NNC(=S)Nc2ccc(Cl)cc2Cl)c1	100	98	-16	8	-0.6	22	8	-81	97	0	-3
COc1ccc(NS(=O)(=O)c2cc(NC(=O)CC(=O)c3ccc([N+](=O)[O-])cc3)ccc2C)cc1	99	97	10	11	-1.0	21	9	-15	?	-4	0
Cc1nc2sc(C(c3ccccc3)N3CCN(C(=O)c4ccco4)CC3)c(O)n2n1 (centres undefined)	102	101	-9	19	0.6	71	7	-13	103	2	-3
FC(F)(F)C(F)(F)C(F)(F)c1nnc2ccc(N3CCOCC3)nn12	98	97	-6	12	0.5	7	13	-16	98	5	6
CCOC1=C/C(=C/c2c(N)n3oc(C)cc3nc2=O)C=CC1=O	95	93	24	.	0.3	9	9	-42	88	20	1
CC1CCN(C(=O)Cc2nn(C)c(=O)c3ccccc23)CC1	90	95	14	-28	0.4	40	10	0	91	1	-1
COc1ccc(S(=O)(=O)N2CCCCCC2)cc1Br	104	102	12	-3	0.6	14	15	-28	106	4	-2
CCOC(=O)c1ccc(N2CN(C3CCCCC3)CNC2=S)cc1	100	101	-3	7	1.0	12	4	-97	101	6	-5
O=C(NC1CCCCC1)C1CC(=O)N(c2cccc([N+](=O)[O-])c2)C1 (centres undefined)	105	106	14	-12	1.2	14	9	1	106	7	-6
N#Cc1c(-c2ccccc2)nc2n1CCS2	100	98	1	4	-0.2	12	10	-29	92	10	-3
CCCCCCCC(=O)N/N=C/c1ccc(Br)cc1	106	102	8	.	0.5	50	7	-30	106	3	5
Cc1nc(-c2nnc(SCC(=O)Nc3ccc(Cl)cc3)n2C)cs1	102	104	-1	2	.	.	7	-7	?	.	.
COc1ccc(OC)c(N2C(=O)CC(Cc3ccc(Cl)cc3)C2=O)c1 (centres undefined)	98	101	-4	23	0.5	18	8	1	100	2	0

An excerpt from above in order of the RGS7-Gao reg value, descending.
SMILES	RGS8-Gao reg	RGS4-Gao reg	Mcl1-Noxa inh	GSH fluor	Avidin fluor	Mcl1 Bid PPI	RGS7-Gao reg	Mcl-1 Bim block
CCCCCCCC(=O)N/N=C/c1ccc(Br)cc1	106	102	8	50	7	-30	106	5
COc1ccc(OC)c(N2C(=O)CC(Cc3ccc(Cl)cc3)C2=O)c1 (centres undefined)	98	101	-4	18	8	1	100	0
FC(F)(F)C(F)(F)C(F)(F)c1nnc2ccc(N3CCOCC3)nn12	98	97	-6	7	13	-16	98	6

New compounds follow
SMILES	RGS8-Gao reg	RGS4-Gao reg	Mcl1-Noxa inh	Pf gametocyte	ABCB1 inh	GSH fluor	Avidin fluor	Mcl1 Bid PPI	RGS7-Gao reg	ABCG2 block	Mcl-1 Bim block
COc1ccc(/C=N/NC(=O)CCCOc2ccc(Cl)cc2Cl)cc1[N+](=O)[O-]	102	98	27	.	1.9	10	14	15	97	6	1
Cc1noc(C)c1S(=O)(=O)N1CCCC(C(=O)Nc2nccs2)C1 (centres undefined)	99	97	15	.	-1.2	19	7	-3	100	-2	-1
COc1ccc(C)cc1NS(=O)(=O)c1ccc(NS(=O)(=O)c2ccc(NC(C)=O)cc2)cc1	76	82	9	3	-0.3	9	3	-18	83	-1	-4
CS(=O)(=O)N1CCCC(C(=O)NCCCN2CCc3ccccc3C2)C1 (centres undefined)	102	105	-1	.	0.3	14	11	-25	104	1	1
O=C(Nc1cccc(Cl)c1)Nc1nccs1	104&94	103&94	1&4	-22	-0.2	13	36&6	0&-2	?	0	-1
Cc1cc(=O)oc2cc(OCC(=O)OCC(=O)N(C)C3CCS(=O)(=O)C3)ccc12 (centres undefined)	98	98	-13	3	.	.	6	8	.	.	.
COc1ccc(NC(C)=O)c(C)c1	100	99	6	-6	0.8	21	5	-22	92	2	0
Cc1onc(-c2c(F)cccc2Cl)c1C(=O)N1CCOC12CCCCC2	97	91	9	-21	0.5	16	9	-31	97	6	-1
Cc1cc(-c2n[nH]c(=S)n2/N=C/c2ccc(Cl)c([N+](=O)[O-])c2)n[nH]1	104	101	12	-10	0.8	15	16	-96	106	12	-12
COc1ccc(NC(=O)CSc2nc3ccccc3c(=O)n2CCCN2CCCCC2)c(OC)c1	91	81	-11	.	2.7	13	12	-31	93	2	0
CC1=CC(C)(C)NC(=S)N1NC(=O)c1ccccc1Cl	100	104	6	-22	.	.	8	-48	?	.	.

Bioassay records as filed in PubChem BioAssay.
